Compound activity (PubChem BioAssay)
Giardia FBPA inh: qHTS Assay for Inhibitors of Fructose-1,6-bisphosphate Aldolase from Giardia Lamblia. A8B2U2. purified Giardia FBPA. Potency, µM (highest dose often 59.6 µM), without a hit: at the highest dose activity, negative = inhibition, actives largely listed as inhibitors. 0.71% of 290,000 active; also: potency is read from the fitted curve at half-maximal effect; % is scaled to controls: 0 for no effect and ±100 for the full control effect; nearly all actives have a fitted effect of over 55% in size
Target sequence (A8B2U2 whole entry, looked up): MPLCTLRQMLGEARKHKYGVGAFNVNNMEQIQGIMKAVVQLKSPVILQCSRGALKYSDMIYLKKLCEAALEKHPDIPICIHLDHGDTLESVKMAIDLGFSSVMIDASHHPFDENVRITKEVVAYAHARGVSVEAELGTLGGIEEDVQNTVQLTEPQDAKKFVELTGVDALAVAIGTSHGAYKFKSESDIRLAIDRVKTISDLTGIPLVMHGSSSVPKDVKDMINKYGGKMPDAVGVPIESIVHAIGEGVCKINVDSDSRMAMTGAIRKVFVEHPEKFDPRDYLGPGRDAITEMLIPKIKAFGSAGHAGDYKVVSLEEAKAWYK
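Giardia FBPA (40 nM reagent) was preincubated 10 min at RT with compound (up to 57.5 uM final), then substrate plus GAPDH/TPI/NAD/arsenate coupling system with diaphorase/resazurin was added; resorufin fluorescence (525/598 nm) was read after 20 min.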
Pf growth 96h: Primary qHTS for delayed death inhibitors of the malarial parasite plastid, 96 hour incubation | 6.9% of 320,000 active | Potency, µM (doses to about 28.7 µM), for the others: at the highest dose activity change, negative = inhibition, usual class: inhibitors | P. falciparum luciferase reporter growth, 96 h; also: potency is read from the fitted curve at half-maximal effect; % is scaled to controls: 0 for no effect and ±100 for the full control effect
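Readout is luminescence from an integrated firefly luciferase in P. falciparum. Red cells, 2% hematocrit and 0.05% parasitemia final, were cultured with compound through two parasite generations (96 hours) at 37 C, 5% CO2.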
HCV inhibitor: qHTS Assay for Inhibitors of Hepatitis C Virus (HCV) | Huh7.5.1 HCVcc-Cre infection, luciferase reporter, 44 h | Potency, µM (titrated, usually from 41.8 µM), without a hit: top-dose activity change, negative = inhibition, usual class: inhibitors | 3.4% of 340,000 active; also: potency is read from the fitted curve at half-maximal effect; % is scaled to controls: 0 for no effect and ±100 for the full control effect
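1,000 cells/well; 4 h culture; + compound; + HCVcc-Cre (~0.5 moi); 44 h; luciferase substrate, RT 15 min; read 15 sec.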
Pf growth 48h: Primary qHTS for delayed death inhibitors of the malarial parasite plastid, 48 hour incubation; P. falciparum luciferase growth in erythrocytes, 48 h; Potency, µM (highest dose often 28.7 µM), for the others: at the top dose activity change, negative = inhibition, most hits filed as inhibitors; 5.9% of 310,000 active; AID 504832, 2011; also: potency is read from the fitted curve at half-maximal effect; % is scaled to controls: 0 for no effect and ±100 for the full control effect
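In quantitative HTS format, infected erythrocytes bearing luciferase-reporter parasites were treated for a single generation at 37 C. Luminescence after adding detection reagent served as the growth measure.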
Shiga inhibitor: A qHTS for Small Molecule Inhibitors of Shiga Toxin. inhibition, % at 38.7 µM. 9.2% of 290,000 active. Vero cells, Shiga toxin protein synthesis inhibition reporter; in the data active = inhibition mostly above about 28%, no sharp cut-off; inactive = mostly below about 43%; also: 0% is about no effect
CHX counter: Cycloheximide Counterscreen for Small Molecule Inhibitors of Shiga Toxin. max response, %. 12% of 300,000 active. cell reporter, cycloheximide protein synthesis inhibition counterscreen; in the data active = max response mostly above about 13%, no sharp cut-off; inactive = mostly below about 14%; also: read at 38.3 µM for the half of the compounds with a filed dose; 0% is about no effect
Numbers without * were called inactive; u = inconclusive; x = no result given; & = joins results of further samples; ! = a repeat was not active; [ ] = remark or other dose. Unless noted, calls follow the shape of the dose curve; as a rule, active = well fitted curve in the direction sought with a large enough effect; inconclusive = small, poorly fitted or top-dose-only effect, or another doubt; inactive = no such curve, though single readings can be large; an effect the other way counts as inactive or inconclusive.

SMILES	Giardia FBPA inh	Pf growth 96h	HCV inhibitor	Pf growth 48h	Shiga inhibitor	CHX counter
N#Cc1ccccc1S(=O)(=O)N1CCN(CC(O)COc2ccccc2F)CC1 (configuration not stated)	16µM*	u	4%	8%	3	-6
CCC(=O)NCCc1nc2ccccc2[nH]1	-1%	x	23%	-7%	29	2
O=C(c1ccccc1)C(Nc1ccccn1)c1ccccc1 (configuration not stated)	0%	12%	4%	7%	14	-2
C/C(Cl)=C/CC1(CN2CCCC2=O)C(=O)NC(=O)NC1=O	5%	u	8%	11%	-3	1
O=C(O)Cc1ccc(N=Cc2c(O)ccc3ccccc23)cc1	-24%	46%[activator]	3%	-1%	9	-1
CC1(C(=O)N/N=C/c2ccccc2)CC1(Cl)Cl (configuration not stated)	8%	3.3µM*	11%	0%	x	26*
CN(CCC1CCCCO1)C(=O)CCc1nnc(CCc2ccccc2)o1 (configuration not stated)	x	24%	1%	4%	47*	32*
CC(=O)CCc1c(C)c2cccc(C)c2[nH]c1=O	-2%	19%	2%	-1%	28	2
CCn1c(SCC(=O)Nc2c(C)n(C)n(-c3ccccc3)c2=O)nc2c1c(=O)n(C)c(=O)n2C	4%	14%	3%	1%	17	-4
COc1ccc(COC(=O)C2=C(C)NC(=O)NC2c2cc(Br)c(O)c(OC)c2)cc1 (configuration not stated)	-2%	u	-20%	0%	-13	-1
COc1cc(C(c2c(O)nc(SC)[nH]c2=O)c2c(O)nc(SC)[nH]c2=O)cc(OC)c1OC	-13%	-11%	13%	10%	x	-3
N#CC(c1ccccc1)c1cccc(Cl)n1 (configuration not stated)	3%	3%	11%	-15%	-3	-4
O=C(CCCC(=O)Nc1cccnc1)Nc1cccnc1	-2%	-11%	9%	-2%	-3	-1
CCCN1CNC(=S)N(c2ccccc2OC)C1	-5%	292%[activator]	9%	-8%	-6	-4
Cc1nc(NCCc2ccccc2)c2oc3ccccc3c2n1	-3%	x	10µM*	1%	-8	27
Cc1cnc(C(=O)Nc2nnc(C(C)C)s2)cn1	10%	-7%	18%	117%[activator]	71*	41*
O=C(N/N=C/c1cccs1)c1ccc2c(c1)OCO2	5%	-19%	3%	-2%	34	25*
COc1cc(C2C=C(Nc3ccccc3)C(=O)N2c2ccccc2)ccc1O (configuration not stated)	-19%	u	u	-4%	57*	37*
Cc1ccnc(NS(=O)(=O)c2ccc(N=Cc3c(O)n(C)c(=O)n(C)c3=O)cc2)n1	-12%	u	8%	9%	17	1
CNC(=O)C1CCN(S(=O)(=O)c2c(C)noc2/C=C/N(C)C)CC1	-3%	u	11%	56%[activator]	-7	3

Next section (2 carried over from the part before).
SMILES	Giardia FBPA inh	Pf growth 96h	HCV inhibitor	Pf growth 48h	Shiga inhibitor	CHX counter
Cc1ccnc(NS(=O)(=O)c2ccc(N=Cc3c(O)n(C)c(=O)n(C)c3=O)cc2)n1	-12%	u	8%	9%	17	1
CNC(=O)C1CCN(S(=O)(=O)c2c(C)noc2/C=C/N(C)C)CC1	-3%	u	11%	56%[activator]	-7	3
COc1cc(/C=C/C(=O)O)cc(S(=O)(=O)N2CCN(S(=O)(=O)c3ccc(Cl)cc3)CC2)c1OC	8%	u	22%	-28%	-2	-2
CCCCCCCN1C/C=C\C(c2ccc(OC)cc2)N(Cc2ccc(F)cc2)C(=O)[C@H]1Cc1ccccc1 (some centres not stated)	0%	u	4%	u	-4	-3
CC(=O)Nc1ccc(NC(=O)C(C)OC(=O)c2ccccc2NS(=O)(=O)c2cccs2)cc1 (configuration not stated)	u	u	-17%	-5%	-2	-1
[O-][n+]1ccccc1SC/C=C/c1ccccc1	7%	u	5%	68%[activator]	96*	25*
Cc1c(C)c2cc(Cl)c(O)c(CN3CCCCC3)c2oc1=O	2%	-5%	11%	x	-18	5
CC(C)c1ccc(OCC(=O)N2CCc3ccccc3C2)cc1	10%	-16%	-8%	31%[activator]	11	9
COc1ccc(S(=O)(=O)N2CCC(CN3C(=O)c4cccc5cccc(c45)C3=O)CC2)cc1	8%	1.5µM*	u	u	-13	-3
COC(=O)CCCC(=O)N1CCC(n2nccc2NC(=O)CCOc2ccccc2)CC1	2%	u	19%	24%	34	21*
C=CCc1cc(Cl)ccc1OCCCNC(C)C	-24%	23%	u	u	-9	10
Nc1ncnc(Nc2cc(C(F)(F)F)cc(C(F)(F)F)c2)n1	0%	1%	-24%	-17%	-5	-1
CCOc1ccc(N2C(=O)CC(NCC#N)C2=O)cc1 (configuration not stated)	-3%	-18%	8%	u	4	-3
CCOC(=O)N1CCN(C(=O)COc2cc(C)c(Cl)c(C)c2)CC1	-2%	0%	9%	-10%	-3	-1
COc1ccc(C(=O)CN2C(=O)NC3(CCCc4ccccc43)C2=O)cc1OC (configuration not stated)	1%	1.3µM*	-3%&18%	8.3µM*	-10	-1
COc1ccc(/C=C/C(=O)Nc2nc(N)n(-c3ccccc3)n2)cc1	5%	159%[activator]	9%	-9%	-5	-4
N#Cc1ccc(C(=O)OCC(=O)Nc2ccc(S(N)(=O)=O)cc2)cc1	-17%	5%	15%	2%	-9	-1
O=C(CCS(=O)(=O)c1ccc(Cl)cc1)Nc1nc(-c2ccncc2)cs1	0%	18%	u	-5%	-4	-5
Cc1cn2c(N)c(/C=C3\C=Nc4ccccc43)c(=O)nc2s1	-2%	u	-18%	u	31	32
C=CCNC(=O)c1oc2ccc(S(=O)(=O)N3CCCCC3)cc2c1C	x	u	2%	-22%	-4	-1
COc1cc(OC)cc(C(=O)NC(=S)Nc2ccc3c4c(cccc24)CC3)c1	15%	0%	-19%	-3%	8	14
CCn1c(SCc2nc3ccccc3[nH]2)nnc1-c1cnccn1	u	u	6%	38%[activator]	55*	23*

Filtered by structure, the entries above with a cyano group.
SMILES	Giardia FBPA inh	Pf growth 96h	HCV inhibitor	Pf growth 48h	Shiga inhibitor	CHX counter
N#Cc1ccccc1S(=O)(=O)N1CCN(CC(O)COc2ccccc2F)CC1 (configuration not stated)	16µM*	u	4%	8%	3	-6
N#CC(c1ccccc1)c1cccc(Cl)n1 (configuration not stated)	3%	3%	11%	-15%	-3	-4
CCOc1ccc(N2C(=O)CC(NCC#N)C2=O)cc1 (configuration not stated)	-3%	-18%	8%	u	4	-3
N#Cc1ccc(C(=O)OCC(=O)Nc2ccc(S(N)(=O)=O)cc2)cc1	-17%	5%	15%	2%	-9	-1

Additional compounds.
SMILES	Giardia FBPA inh	Pf growth 96h	HCV inhibitor	Pf growth 48h	Shiga inhibitor	CHX counter
CCCCn1c(N)c(N(CC(C)C)C(=O)C2=NN(c3cc(C)ccc3C)C(=O)CC2)c(=O)[nH]c1=O	x	-1%	-8%	0%	x	x
Cc1cc(Cl)c(C)c(S(=O)(=O)Oc2ccccc2NC(=O)CCC(=O)O)c1Cl	x	-12%	21%	u	x	x
COc1ccc(OC)c(NC(=S)NCCCN2CCOCC2)c1	-9%	23%	10%	-3%	25	3
Cc1nc(N)nc(-c2ccccc2O)n1	0%	x	8%	57%[activator]	47	24*
COc1ccc(-c2noc(CN(C)C(=O)c3ccco3)n2)cc1	10%	12%	u	19%	35	23
Cc1ccc(SCCC(=O)NCc2ccco2)cc1	5%	4%	-7%	14%	12	5
CC(=O)Nc1ccc(C2C(=O)c3ccccc3C2=O)cc1	-2%	50%[activator]	u	67%[activator]	68*	24*
Cc1cc(C)nc(SCCn2c(N(C)Cc3ccccc3)nc3c2c(=O)n(C)c(=O)n3C)n1	-4%	u	-17%	7.4µM*	-1	-3
COc1ccc(NS(=O)(=O)c2cc(C)ccc2NC(=O)c2cc(C)oc2C)cc1	11%	1%	13µM*!	u	-11	2
CN(C(=S)Nc1ccc(Oc2ccccc2)cc1)c1ccc(O)cc1	1.4µM*	-16%	u	-10%	17	15
CCN(CC)CCNC(=O)CCn1c(=S)[nH]c2cc3c(cc2c1=O)OCO3	-6%	15%	6%	14%	0	-5
O=C(NCC(c1cccs1)N1CCOCC1)c1cn(-c2ccccc2)nc1-c1ccc(Cl)cc1 (configuration not stated)	x	u	u	u	x	x
Brc1ccc2ncnc(NCc3ccco3)c2c1	1%	x	25µM*	9%	6	13
CCOC(=O)C(C)C(C)=O (configuration not stated)	x	u	-3%	40%[activator]	x	x
COc1ccccc1CNS(=O)(=O)CC12CCC(CC1=O)C2(C)C (configuration not stated)	-5%	-8%	-1%	10%	-4	-2
Cc1cc2c(NCc3ccccc3)ncnc2s1	-3%	3%	7.9µM*	u	x	3
Cn1cnc([N+](=O)[O-])c1SCC(=O)NN	-24%	2%	19%	-9%	30	8
O=C(C1COc2ccccc2O1)N1CCN(c2ccccc2)CC1 (configuration not stated)	2%	x	3%	u	12	2
CCOC(=O)CSc1ncnc2c1cnn2-c1ccc(C)cc1	0%	13µM*	9%	28%	-4	-2
Cc1ccc(S(=O)(=O)N(Cc2ccc(F)cc2)C(=O)N2CCN(C)CC2)cc1	x	4%	20%	u	x	x
Cc1ccccc1OCC(O)Cn1c(NCc2ccccc2)nc2c1c(=O)[nH]c(=O)n2C (configuration not stated)	x	127%[activator]	-26%	u	-10	-4
C=C(C)CN1C(=O)C2(OCCO2)c2ccccc21	0%	-10%	9%	-3%	-4	-3
CCCc1nc2sc3c(SCC(=O)NCc4ccco4)ncnc3c2c2c1CCC2	-14%	13%	u	-24%	-2	-3
COc1cccc(C(=O)Oc2c(Br)cc(Br)cc2/C=N/NC(=O)c2cc(C)[nH]n2)c1	2%	4%	u	u	-5	7
Cc1ccc(S(=O)(=O)N2CCN(C(=O)C(C)Cn3nc(C)c(C)c3C)CC2)cc1 (configuration not stated)	-3%	16%	3%	-23%	-8	-7
CCCc1nnc(NC(=O)CCC(=O)N2CCCCC2)s1	5%	15%	15%	3%	14	10
CC(C)c1ccc(NC(=O)CCC(=O)NCc2ccco2)cc1	8%	u	-14%	5%	-6	-1
Cc1occc1C(=O)NC1CCCc2ccccc21 (configuration not stated)	-1%	6%	20%	13µM*	17	10
CC(C(=O)N1CCCCCC1)N(c1ccc(Cl)cc1)S(C)(=O)=O (configuration not stated)	-4%	u	-4%	-8%	-4	-1
CC(=O)c1csc(-c2ccccc2)n1	4%	16%	2%	5%	41*	16*
CC(=O)Oc1ccc(-c2ccc(C(=O)OCC(=O)N(C)CC(=O)Nc3ccccc3Cl)cc2)cc1	x	47%[activator]	u	14%	2	-5
O=c1[nH]c(=O)n(CCC2=CCCCC2)c(O)c1/C=N/Nc1cccc2ccccc12	-28%	u	-8%	u	13	1
Cn1c(C(=O)NCc2ccc3c(c2)OCO3)cc2sccc21	-7%	x	x	x	4	7
O=C(c1ccc(-c2cccc(Cl)c2)o1)N1CCN(c2ccc([N+](=O)[O-])cc2)CC1	4%	-13%	10%	-8%	-6	-1
O=[N+]([O-])c1ccc(S(=O)(=O)Nc2ncccn2)cc1	-10%	27%	-2%	3%	55	-4
CCCCOC(=O)c1cc(C)nc2ccc(Br)cc12	0%	x	5%	7%	3	1
COc1ccc(NC(=O)CN(C)C(=O)CNC(=O)c2ccc3c(c2)OCO3)cc1	x	36%[activator]	6%	17%	x	x
CCOC(=O)C1=C(C)Nc2sc(C(=O)c3ccc(OC)cc3)c(N)c2C1c1ccc(C(=O)OC)cc1 (configuration not stated)	-14%	5.9µM*	u	7.4µM*	26	-2
CC/C(C)=N\NC(=O)CNC(=O)c1ccc(Cl)cc1Cl	6%	25%	11%	15%	14	4
O=C(N=Nc1c(O)[nH]c2ccccc12)c1ccccc1NS(=O)(=O)c1cccs1	-7%	-11%	-1%	-16%	7	-3
COc1ccccc1NC(=O)CC1SC(=N)N(c2ccccc2)C1=O (configuration not stated)	1%	7%	3%	u	-4	-5
